Neddyl block – inhibitors of human cullin neddylation; TR-FRET cullin neddylation, biochemical; calls only at 25 µM; actives 0.58% (n = 360,000); AID 651699; in the data active means inhibition above about 36%
DNMT1 block – inhibitors of human DNMT1; AID 588458; actives 0.83% (n = 360,000); P26358; DNMT1 molecular beacon, Hinp1I cleavage, fluorescence; inhibition (reported as % activation of signal), % at 10 µM; in the data active means inhibition above about 50%
NadD block – inhibitors of Staphylococcus aureus NadD | purified NadD enzyme, colorimetric absorbance read-out | inhibition, % at 20 µM | actives 0.78% (n = 360,000) | AID 602399; in the data active means inhibition above about 26%; further: some compounds past the cut are filed as inactive
Scp1 inh – inhibitors of human Scp-1 phosphatase; Q9GZU7; Recombinant Scp1, phosphopeptide, malachite green phosphate absorbance; inhibition, % at 20 µM; actives 0.88% (n = 340,000);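 active means inhibition above about 50% at 20 µM, limit read from the data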;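 further: plate controls were DMSO wells with enzyme for no effect and wells lacking enzyme for full effect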
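Test system: SCP-1 catalytic domain; Buffer or medium: Acidic Tris acetate buffer with magnesium and detergent; Also added: Phosphorylated 17-residue peptide substrate; Compound: single 20 µM dose, 1% DMSO; Schedule: enzyme reaction 45 min at room temperature, colour 5 min, stabilisation 30 min; Signal: Phosphate-binding colour reagent, absorbance read at 630 nm.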
STEP inh – STEP (human) phosphatase inhibition; P54829; recombinant STEP, OMFP fluorogenic substrate, fluorescence; inhibition, % at 20 µM; actives 0.25% (n = 360,000); AID 588621;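 active means inhibition at 20 µM, scaled per plate between control wells, above about 37%, limit read from the data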;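 further: 0% = DMSO with enzyme and substrate and 100% = substrate only without enzyme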
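Material: STEP (striatal-enriched tyrosine phosphatase) enzyme, cell-free; Compound dosing: 20 µM single dose in 1% DMSO; Technique: fluorescence read at 480 nm ex / 540 nm em; Times: reaction 20 min, ambient temperature; Medium: 50 mM Bis-Tris pH 6.0 with 2.5 mM DTT and 0.005% Tween 20; Also added: OMFP at 25 µM.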
LMPTP inh – blocks human LMPTP phosphatase | P24666 | recombinant LMPTP-A, OMFP fluorogenic substrate, fluorescence intensity | inhibition, % at 20 µM | actives 0.22% (n = 360,000);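 active means compounds that cut the enzyme signal by at least half of the control window in the single-dose screen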;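 further: plate controls were DMSO wells with enzyme plus substrate for no effect and substrate without enzyme for full effect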
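Test system: LMPTP-A phosphatase enzyme; input: 0.625 nM LMPTP-A final; reagent: OMFP substrate, 400 µM final; compound dosing: 20 µM single dose, 3% DMSO; incubation: 50 min dark incubation at room temperature; measured by: endpoint fluorescence intensity from OMFP dephosphorylation; measure: % inhibition relative to no-enzyme and uninhibited control wells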
Tb MetRS inh – Trypanosoma brucei MetRS inhibition; purified T. brucei MetRS, ATP depletion, Kinase-Glo luminescence; inhibition, % at 11.9 µM; AID 624268; actives 0.4% (n = 360,000);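 active means inhibition above a per-plate cutoff of the control wells' mean inhibition plus 3 SD, cut at about 5.5% in these data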;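 further: 0% = DMSO wells median and 100% = median of wells with control inhibitor compound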
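Test system: purified T. brucei MetRS enzyme. Also added: ATP, methionine and E. coli bulk tRNA substrates. Compound: 11.9 µM single point. Schedule: 15 min enzyme-compound preincubation, 2 h reaction, 10 min detection, 25 °C. Signal: luciferase luminescence of residual ATP, Kinase-Glo. Evaluation: percent inhibition versus plate control medians. Controls: DMSO wells, low control.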
SKN-1 inh – inhibitors of C. elegans SKN-1; actives 0.49% (n = 360,000); AID 624304; C. elegans VP596 Pgst-4::GFP/RFP ratio, acrylamide-induced, 24 h; inhibition, % at 21.8 µM;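 active means interference check ratio from 0.5 to 1.5 plus GFP to RFP signal ratio inhibition reaching or exceeding a fixed threshold, cut at about 30% in these data, passing the limit was not always enough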; further: some compounds called inactive have numbers as strong as hits
NRP1-CendR mod – NRP-1/CendR interaction modulation | FAM-RPARPAR peptide binding to NRP-1, fluorescence polarization | actives 0.85% (n = 360,000) | AID 602438 | inhibition, % at 25 µM | O14786;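 active means inhibition or corrected inhibition above about 18%, plus a signal ratio from 0.5 to 1.5, limit read from the data, passing the limit was not always enough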; further: strong numbers were not always called active
Target sequence (O14786 whole entry, looked up): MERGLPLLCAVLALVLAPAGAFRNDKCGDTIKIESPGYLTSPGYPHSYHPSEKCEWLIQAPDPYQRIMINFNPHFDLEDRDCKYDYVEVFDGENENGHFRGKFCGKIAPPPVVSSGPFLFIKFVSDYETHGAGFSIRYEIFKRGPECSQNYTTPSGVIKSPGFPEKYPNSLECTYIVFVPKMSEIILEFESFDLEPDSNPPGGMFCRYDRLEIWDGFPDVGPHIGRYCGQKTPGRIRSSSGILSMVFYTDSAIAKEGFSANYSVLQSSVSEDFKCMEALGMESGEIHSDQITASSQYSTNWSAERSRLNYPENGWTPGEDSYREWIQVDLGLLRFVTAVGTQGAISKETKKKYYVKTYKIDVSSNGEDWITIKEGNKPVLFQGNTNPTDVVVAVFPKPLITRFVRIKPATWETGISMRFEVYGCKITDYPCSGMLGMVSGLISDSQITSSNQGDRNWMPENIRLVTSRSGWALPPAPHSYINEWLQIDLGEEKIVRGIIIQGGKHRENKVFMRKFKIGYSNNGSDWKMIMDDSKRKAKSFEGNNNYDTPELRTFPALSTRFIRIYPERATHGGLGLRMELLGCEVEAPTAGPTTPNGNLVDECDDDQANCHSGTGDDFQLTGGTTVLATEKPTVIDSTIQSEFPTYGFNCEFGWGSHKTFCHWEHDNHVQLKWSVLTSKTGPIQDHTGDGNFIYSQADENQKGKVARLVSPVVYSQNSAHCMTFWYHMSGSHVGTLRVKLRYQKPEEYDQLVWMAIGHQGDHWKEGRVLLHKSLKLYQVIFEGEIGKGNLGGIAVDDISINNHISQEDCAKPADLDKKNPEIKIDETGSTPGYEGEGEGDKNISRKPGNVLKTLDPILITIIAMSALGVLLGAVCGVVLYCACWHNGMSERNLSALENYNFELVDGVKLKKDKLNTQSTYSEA
SUMO1 PPI mod – SUMO1-SIM interaction modulation | P63165 | SUMO1 binding to a labelled peptide, TR-FRET, 1 h | inhibition, % at 20 µM | actives 0.33% (n = 360,000) | AID 602429; in the data active means inhibition above about 37%
Target sequence (P63165 whole entry, looked up): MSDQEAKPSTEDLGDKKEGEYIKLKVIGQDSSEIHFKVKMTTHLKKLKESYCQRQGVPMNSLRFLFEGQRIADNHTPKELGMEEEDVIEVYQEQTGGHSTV
Numbers without * were called inactive; i = inactive; nt = no result given.

Values run as follows: Neddyl block	DNMT1 block	NadD block	Scp1 inh	STEP inh	LMPTP inh	Tb MetRS inh	SKN-1 inh	NRP1-CendR mod	SUMO1 PPI mod
COc1cc(C(=O)NNC(=O)Cc2ccc(S(=O)(=O)N3CCOCC3)s2)cc(OC)c1OC
→ i	1	0	-8	-2	-0.2	-0.2	4	10	-1
CC(=O)Nc1cc2c(cc1[N+](=O)[O-])OCCO2
→ i	2	-4	-8	2	0.1	-0.4	-2	5	-19
O=C(Cn1nnc2ccccc21)C1CC1
→ i	-1	11	-2	1	-0.8	-0.4	-4	-8	3
CC(C)C[C@@H](CNCC(=O)[C@H](CC(C)C)NC(=O)c1[nH]cnc1C(=O)N[C@@H](C)CN)NC(=O)c1nc[nH]c1C(=O)N[C@@H](Cc1ccccc1)C(=O)O
→ i	4	25	15	-1	-2.4	-0.1	14	8	1
COc1cc(NC(=O)c2cccnc2SC)cc(OC)c1OC
→ i	1	3	-5	3	-0.1	0.4	8	11	1
COc1ccccc1CNc1nc(Oc2cccc(F)c2)c2sccc2n1
→ i	-5	7	nt	-2	2.1	0.1	-7	8	4
O=C(CN1CCC(O)(c2ccc3c(c2)OCO3)CC1)NC1CCCCC1
→ i	1	-4	-5	-1	-0.1	-0.6	-2	3	2
CC(c1ccccc1)n1c(-c2ccccc2F)n[nH]c1=S (centres undefined)
→ i	-2	5	0	-4	-1.9	0.5	8	3	2
C[C@H](CO)N1C[C@H](C)[C@@H](CN(C)CC2CCCCC2)Oc2c(NC(=O)C3CC3)cccc2C1=O
→ i	-3	0	-3	2	0.8	-0.2	-6	11	6
O=c1c2ccccc2ncn1CCCSc1ccc(Cl)cc1
→ i	-4	-2	15	-5	2.3	1.2	15	8	3
COc1ccc(CCNC(=O)CC(C)(C)CC2=NS(=O)(=O)c3ccccc3N2)cc1OC
→ i	4	-8	-6	2	-0.8	-0.6	2	8	-3
CCCCn1c(N2CCCC2)nc2c1c(=O)[nH]c(=O)n2C
→ i	-1	0	-10	-1	-0.5	-0.3	-7	-1	2
Cc1cc(C)nc(-n2nc(C)cc2NC(=O)CNC2CCCCC2)n1
→ i	3	2	-15	0	0.3	-0.4	18	11	0
CCOc1ccc(/C=C2/Sc3ccc(C(=O)NCC4CCCO4)cc3N(C)C2=O)cc1OC (centres undefined)
→ i	-3	-4	-10	2	-0.2	0.4	11	27*	-23
CC(C)NS(=O)(=O)c1ccc(OCC(=O)N2CCCC2)cc1
→ i	2	3	-5	-1	0.1	-0.6	2	-4	0
O=C(Cc1ccccc1)Nn1cnc2ccccc21
→ i	1	3	-7	0	-0.7	0.3	0	-2	-3
CC1(C(=O)NS(=O)(=O)c2ccccc2)CCN1C(=O)C1(c2ccccc2)CCCC1 (centres undefined)
→ i	1	-8	nt	-2	-3.0	0.5	-1	16	4
COc1ccc(C(=O)Nn2cnnc2)cc1OC
→ i	1	-2	11	-3	-0.4	1.4	-5	-6	-1
CN(CCN1CCOCC1)C(=O)C1CCC(=O)N(Cc2ccc(Cl)cc2)C1 (centres undefined)
→ i	0	-1	nt	2	-2.0	-0.4	12	0	0
CCOc1ccc(NC(=O)CN(C)CC(=O)Nc2ccccc2SC)cc1OCC
→ i	1	-2	-2	-2	0.0	0.1	4	-12	-1
O=C(CNC(=S)NC(=O)c1ccccc1Br)c1ccccc1
→ i	32	7	-1	-2	0.3	0.5	2	-3	-3
O=C(Cc1nn[nH]n1)NCCC1=CCCCC1
→ i	-3	8	-9	-1	-1.8	-0.6	-2	-3	0
CC(C)C(NS(=O)(=O)c1ccccc1)C(=O)N1CCN(C(=O)c2ccco2)CC1 (centres undefined)
→ i	0	-5	-5	-1	-0.4	-0.3	10	12	1
CC(c1ccco1)N(C(=O)COc1ccc(Cl)cc1)c1ccccn1 (centres undefined)
→ i	0	-2	-8	-8	-1.0	0.1	22	-11	4
CCCc1nc2c(nnn2Cc2ccccc2Cl)c(=O)[nH]1
→ i	12	-1	-3	-1	0.7	-0.1	11	-3	0
Cc1ccccc1NC(=S)NCc1cccs1
→ i	-4	-2	-4	-1	-0.8	-1.4	-14	-5	2
Cc1ccc(Cn2c(C)c(C(=O)NCc3cccs3)sc2=O)cc1
→ i	-2	-3	nt	2	1.7	-0.6	-8	0	0
O=C(NC1CC2CCC(C1)N2Cc1ccco1)c1ccccc1 (centres undefined)
→ i	4	-7	-6	2	1.1	-0.1	-2	-2	0
CC(=O)CSc1ccc(C(=O)O)cn1
→ i	1	0	-9	3	-0.8	-0.1	14	-16	2
CCOC(=O)N1CCN(c2ncnc3nc[nH]c23)CC1
→ i	-1	-5	-13	-1	-2.8	-0.5	6	-11	6
CC1(C(=O)Nc2ccccc2F)CCN1C(=O)Cc1cc(F)ccc1F (centres undefined)
→ i	3	-2	nt	2	-1.9	2.7	8	0	-2
CN(C)C1=NC[C@H](Cc2ccccc2)N1CC1CCCC1
→ i	3	-2	1	-1	-1.7	-0.4	0	3	-4
CCSc1nnc([C@@H](NC(=O)OC(C)(C)C)C(C)C)o1
→ i	5	-4	-3	1	0.3	-0.2	-9	10	-5
CCn1cc(C(=O)NCCC(=O)NCCO)c(=O)c2cc3c(cc21)OCO3
→ i	-5	-3	7	-3	-2.4	-1.2	-5	-12	33
COc1ccc(C(=O)/C=C/c2cn(CN3CCN(C)CC3)c3ccccc23)cc1
→ i	-21	-8	-9	0	0.2	0.2	14	-116	-18
CCO[C@@H]1OC(C(=O)NCc2ccccc2)=C[C@H](c2ccc3c(c2)OCO3)[C@H]1CCCO
→ i	1	-6	-9	-2	-0.1	-0.2	-2	17	1
COCCNC(=O)C(c1ccc(Cl)cc1)N(CCOC)C(=O)CCC(=O)Nc1nccs1 (centres undefined)
→ i	-4	-8	-3	-2	-0.6	-0.6	-7	-9	0
COc1ccc(NC(=O)c2cccc3c2C(=O)c2ccc(-c4ccc(F)cc4OCc4ccccc4)cc2S3(=O)=O)cc1
→ i	40	30*	2	4	2.7	-0.2	-6	-3	-1
COc1ccc(C(=O)NCC(=O)N2CCN(C(=O)c3ccco3)CC2)cc1OC
→ i	-1	-6	-2	3	0.5	-0.4	-5	-2	-1
Cc1ccc(-c2cc(C(=O)OCC(=O)N(C)C3CCS(=O)(=O)C3)c3ccccc3n2)o1 (centres undefined)
→ i	0	3	-4	-3	0.3	-0.8	3	2	-16
O=C(CC(=O)c1ccccc1)Nc1cc([N+](=O)[O-])ccc1Cl
→ i	-2	3	-10	0	1.7	0.2	3	-6	-15
COc1ccc2c(c1)[C@H]1[C@H](CO2)[C@H](c2ccccc2)[C@]2(C)C(=O)Nc3ccc(Cl)cc3C(=O)N12
→ i	-8	18	-19	2	1.0	-0.1	28	-11	0
CCCc1sc(N/N=C/c2ccccn2)nc1-c1ccc(Br)cc1
→ i	-3	0	0	1	1.3	-0.7	15	-14	-4
CN1C(=O)N(CC(=O)N2CCN(S(=O)(=O)Cc3ccccc3)CC2)C(=O)C12CCCCC2
→ i	3	2	-6	-1	-1.1	-0.4	-3	-2	-3
Nc1cc(-c2cccc([N+](=O)[O-])c2)[nH]n1
→ i	-2	3	-4	-3	-2.3	0.6	10	-8	-19
CC(=O)Nc1ccc(S(=O)(=O)Nc2nc(C)nc3sc(C)c(C)c23)cc1
→ i	7	-6	10	3	0.6	-0.7	2	-19	9
CN1/C(=C\C(=O)Nc2cccc(Cl)c2)C(C)(C)c2ccccc21
→ i	-8	6	-1	-2	4.0	-0.6	50*	-7	2
O=C(C1CC1)N1N=C(c2ccc(Cl)cc2)CC1(O)C(F)(F)F (centres undefined)
→ i	2	-5	-3	0	-0.1	-1.2	11	27*	0
COc1ccc(/C(C)=N/NC(=O)c2cc(C)[nH]n2)c(OC)c1
→ i	0	1	4	0	-1.1	0.2	10	9	3
NC(=O)c1ccsc1NC(=O)CSc1nncs1
→ i	2	3	7	0	9.3	0.5	10	-26	0

Further results follow:
Values run as follows: Neddyl block	DNMT1 block	NadD block	Scp1 inh	STEP inh	LMPTP inh	Tb MetRS inh	SKN-1 inh	NRP1-CendR mod	SUMO1 PPI mod
CN(CC(=O)Nc1ccc(Cl)c(C(F)(F)F)c1)C(=O)c1ccc(OCC2CCCO2)cc1 (centres undefined)
→ i	-2	-7	0	-3	1.3	-0.5	-11	17	6
COc1ccccc1CNC(=O)CSc1ccc(-c2ccncc2)nn1
→ i	1	-7	3	-2	-0.3	-0.7	-6	-16	0
CCOC(=O)CCCNC(=O)c1cncc(O)c1
→ i	2	-5	-6	-3	-0.6	-0.5	2	-2	-1
NC(=O)c1ccc(NC(=O)CNC(c2ccccc2)c2ccccc2)cc1
→ i	1	-2	-9	-2	-1.5	1.2	-9	4	7
CC(C)(C)c1nc(N2CCN(C(=O)c3ccco3)CC2)c2nnn(Cc3ccccc3)c2n1
→ i	-10	14	5	2	5.4	-0.8	8	9	4
C/C(=N/NC(=O)c1cc(C(C)C)[nH]n1)c1cccs1
→ i	-2	-1	-3	-8	0.2	-0.4	9	-12	-8
CSc1nc2ccccc2n1CC(=O)Nc1ccc(C)c(C)c1
→ i	-1	0	-1	-2	0.1	-0.3	-7	13	9
C#CCOCCOCCOCCNc1nc(N2CCN(C(=O)[C@H]([C@@H](C)CC)n3cc([C@@H](N)Cc4ccc(O)cc4)nn3)CC2)nc(N2CCN(C(=O)[C@H]([C@@H](C)CC)n3cc([C@@H](N)Cc4ccc(O)cc4)nn3)CC2)n1
→ i	-8	17	0	1	3.6	-0.3	-2	-5	-9
Cc1nc2ccc(NS(=O)(=O)c3ccc(F)c(C)c3)cc2[nH]1
→ i	3	-4	-10	1	-3.4	-0.1	-1	9	3
Nc1c(Cl)cc(-c2csc(N3CCCC3c3nc4cc(Cl)c(Cl)cc4n3CCCO)n2)cc1Cl (centres undefined)
→ i	-21	14	0	-2	5.2	-0.1	9	-3	5
O=c1c(Cl)c(N2CCN(c3ccccc3)CC2)cnn1C12CC3CC(CC(C3)C1)C2
→ i	1	0	0	1	0.2	0.3	-1	11	-14
COc1cccc(CNc2ccc(S(N)(=O)=O)cc2)c1OCc1ccccc1F
→ i	-2	-1	-6	0	0.6	-0.5	10	3	1
Cc1cccc(C(=O)NC2CCN(S(=O)(=O)c3ccccc3)CC2)c1
→ i	1	-6	-2	-2	-1.5	-0.4	-3	1	1

Reformatted as tab-separated lines: entries from further up
Structure	Neddyl block	DNMT1 block	NadD block	Scp1 inh	STEP inh	LMPTP inh	Tb MetRS inh	SKN-1 inh	NRP1-CendR mod	SUMO1 PPI mod
Cc1cccc(C(=O)NC2CCN(S(=O)(=O)c3ccccc3)CC2)c1	i	1	-6	-2	-2	-1.5	-0.4	-3	1	1
NC(=O)c1ccc(NC(=O)CNC(c2ccccc2)c2ccccc2)cc1	i	1	-2	-9	-2	-1.5	1.2	-9	4	7
